TRb SRC2 PPI = qHTS for Inhibitors of the Interaction of Thyroid Hormone Receptor and Steroid Receptor Coregulator 2. Thyroid hormone receptor beta (Homo sapiens), P10828. actives 0.065% (n = 280,000). Potency, µM (titrated, usually from 106 µM), inactives show top-dose activity change, negative = inhibition, hits mostly inhibitors. TRbeta-SRC2 peptide binding, fluorescence polarization; receptor liganded with 1 µM T3;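 note: plate controls were bound peptide for no effect and peptide without receptor for full effect; nearly all actives have a fitted effect of over 50% in size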
Target sequence (P10828 whole entry, looked up): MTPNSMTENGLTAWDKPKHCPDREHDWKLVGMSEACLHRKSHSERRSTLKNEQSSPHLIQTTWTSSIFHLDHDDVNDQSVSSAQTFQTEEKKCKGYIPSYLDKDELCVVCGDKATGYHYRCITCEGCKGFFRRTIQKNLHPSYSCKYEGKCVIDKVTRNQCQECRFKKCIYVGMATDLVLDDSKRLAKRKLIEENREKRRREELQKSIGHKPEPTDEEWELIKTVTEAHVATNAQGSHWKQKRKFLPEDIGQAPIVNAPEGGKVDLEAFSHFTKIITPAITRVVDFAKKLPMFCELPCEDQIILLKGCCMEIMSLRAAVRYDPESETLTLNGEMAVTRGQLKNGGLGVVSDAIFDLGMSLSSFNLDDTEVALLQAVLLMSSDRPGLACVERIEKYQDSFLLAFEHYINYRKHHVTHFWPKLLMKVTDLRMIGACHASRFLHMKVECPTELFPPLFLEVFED
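Fluorescence polarization of 20 nM Texas Red SRC2 peptide with 0.6 uM human TRb ligand-binding domain, in Tris buffer with 1uM T3 and 5% DMSO. Incubated 5 hr ambient; normalized to unbound and bound controls.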
L3MBTL1 block = qHTS Assay for the Inhibitors of L3MBTL1 | Lethal(3)malignant brain tumor-like protein 1 (Homo sapiens), Q9Y468 | actives 0.66% (n = 230,000) | AlphaScreen L3MBTL1–H3K9me1 peptide binding | AID 485360, 2010 | Potency, µM (highest dose often 57.1 µM), inactives show top-dose activity, negative = inhibition, actives largely listed as inhibitors; note: nearly all actives have a fitted effect of over 60% in size
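Read-out is AlphaScreen signal from streptavidin donor and nickel chelate acceptor beads (10 ug/mL final each) bridging L3MBTL1 (50 nM) and biotinylated K9-monomethylated H3(1-15) peptide (75 nM), after 30 min compound exposure at room temperature.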
aGal spleen mod = qHTS Assay for Inhibitors and Activators of Human alpha-Galactosidase From Spleen Homogenate. Alpha-galactosidase A (Homo sapiens), P06280. human spleen homogenate, 4MU-alpha-Gal fluorescence, 40 min. Potency, µM (highest dose often 80 µM), for the others: at the highest dose activity change, negative = inhibition, most hits filed as inhibitors. actives 0.008% (n = 240,000). AID 2107, 2009;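 note: 0% = enzyme with vehicle and -100% = no enzyme basal signal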
Target sequence (P06280 32-429 limits assumed): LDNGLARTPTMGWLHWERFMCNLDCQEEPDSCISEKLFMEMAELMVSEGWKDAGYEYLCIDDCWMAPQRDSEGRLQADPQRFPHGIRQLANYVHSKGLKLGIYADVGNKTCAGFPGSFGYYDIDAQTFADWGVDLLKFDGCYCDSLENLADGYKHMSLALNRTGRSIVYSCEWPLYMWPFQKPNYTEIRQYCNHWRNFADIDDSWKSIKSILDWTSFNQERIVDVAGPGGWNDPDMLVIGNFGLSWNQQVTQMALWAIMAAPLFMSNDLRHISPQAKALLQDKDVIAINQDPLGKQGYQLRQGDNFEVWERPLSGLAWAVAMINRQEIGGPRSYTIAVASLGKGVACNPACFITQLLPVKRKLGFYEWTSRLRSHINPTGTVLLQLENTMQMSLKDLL
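qHTS titration in buffer at pH 5.0. Alpha-galactosidase activity in spleen homogenate was measured via 4-methylumbelliferone release from 1 mM fluorogenic substrate after 40 min at 37C and a pH 10 stop. AC50 came from Hill fits of control-normalized data.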
ALDH1A1 inh = qHTS Assay for Inhibitors of Aldehyde Dehydrogenase 1 (ALDH1A1). Potency, µM (titrated, usually from 75.3 µM), without a hit: top-dose activity, negative = inhibition, hits mostly inhibitors. actives 7.3% (n = 220,000). Aldehyde dehydrogenase 1A1 (Homo sapiens), P00352. Purified ALDH1A1, NADH fluorescence, propionaldehyde substrate. AID 1030, 2008; active = well fitted inhibition curve with a large enough effect, not every such curve was filed as active; inconclusive = small, poorly fitted or top-dose-only effect, or another doubt; inactive = no such curve, though single readings can be large or run the other way;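 note: plate controls were no enzyme wells and a reference inhibitor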
TR SRC2 fluor cs = Total Fluorescence Counterscreen for Inhibitors of the Interaction of Thyroid Hormone Receptor and Steroid Receptor Coregulator 2. TRb/SRC2 Texas Red total fluorescence interference. Potency, µM (series often up to 106 µM), without a hit: at the top dose fluorescence change, negative = quenching. actives 0.29% (n = 280,000). AID 1479, 2009; active = well fitted curve in either direction with a large enough effect; inconclusive = small, poorly fitted or top-dose-only effect
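Human TRb ligand-binding domain at 0.6 uM with 20 nM Texas Red SRC2 peptide in Tris buffer containing 1 uM T3 and 5% DMSO, incubated with compound 5 h at ambient temperature. Total fluorescence (555/632 nm) calculated as parallel + 2 × perpendicular.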
Tau fluor counter = Counterscreen qHTS for Inhibitors of Tau Fibril Formation, Fluorescence Polarization | Potency, µM (doses to about 57.7 µM), for the others: top-dose activity change, negative = decrease | tau K18 P301L Alexa594 fluorescence, heparin fibrillization | actives 0.93% (n = 280,000) | AID 1463, 2008; note: nearly all actives have a fitted effect of over 55% in size
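Human K18 P301L tau (15 uM unlabeled plus 0.24 uM Alexa 594-labeled, final) in 100 mM sodium acetate pH 7 was mixed with compound and 20 uM heparin and incubated 6 hr at 37 C.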
Tau fibril ThT = qHTS for Inhibitors of Tau Fibril Formation, Thioflavin T Binding; recombinant tau K18 P301L, heparin-induced fibrillization, ThT fluorescence; Microtubule-associated protein tau (Homo sapiens), P10636; Potency, µM (doses to about 57.4 µM), for inactives: at the highest dose activity, negative = inhibition, actives largely listed as inhibitors; actives 2.1% (n = 270,000); note: nearly all actives have a fitted effect of over 55% in size
Target sequence (P10636 561-689 P618L limits assumed): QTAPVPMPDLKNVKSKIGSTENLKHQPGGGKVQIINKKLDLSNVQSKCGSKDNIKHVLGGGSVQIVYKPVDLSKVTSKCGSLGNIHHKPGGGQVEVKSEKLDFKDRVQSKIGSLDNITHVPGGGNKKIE
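Heparin-induced (20 uM) aggregation of recombinant human K18 P301L tau, 15 uM unlabeled with 0.24 uM labeled, pH 7 acetate buffer, 6 hr at 37 C with compound. Fibrils quantified by 30 uM ThT fluorescence after 1 hr ambient incubation.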
Tau FP inhib = qHTS for Inhibitors of Tau Fibril Formation, Fluorescence Polarization; K18 P301L tau heparin fibrillization, Alexa594 FP, 6 h; actives 0.39% (n = 280,000); Potency, µM (top dose mostly 57.7 µM), for inactives: at the highest dose activity, negative = inhibition, most hits filed as inhibitors; note: nearly all actives have a fitted effect of over 55% in size
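Heparin (20 uM) drove fibril formation of recombinant tau K18 P301L, 15 uM unlabeled with 0.24 uM Alexa 594 label, for 6 hr at 37 C in 100 mM sodium acetate pH 7. Fluorescence polarization (555/632 nm) read 1 hr after 30 uM ThT.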
* marks the source's active call; other numbers are inactive results; ? = inconclusive; nt = not tested or not shown; & = joins results of further samples; [ ] = dose if it differs, or a comment. Unless noted, calls come from the whole dose curve; as a rule, active = well fitted curve in the direction sought with a large enough effect; inconclusive = small, poorly fitted or top-dose-only effect, or another doubt; inactive = no such curve, though single readings can be large; an effect the other way counts as inactive or inconclusive. Unless noted, % is set by controls: 0 for no effect and ±100 for the full control effect; potency is the fitted concentration of half-maximal effect.

SMILES	TRb SRC2 PPI	L3MBTL1 block	aGal spleen mod	ALDH1A1 inh	TR SRC2 fluor cs	Tau fluor counter	Tau fibril ThT	Tau FP inhib
O=C(Cn1c(=O)n(Cc2ccco2)c(=O)c2cccnc21)Nc1ccccc1F	-5%	nt	nt	nt	2%	-7%	2%	-2%
CCC(C)NC(=O)c1ccc(-n2c(-c3ccccc3)cc3c2CCCC3)cc1 (stereo unspecified)	-13%	nt	nt	nt	1.8µM*[quencher]	?	?	-1%
COC(=O)C1CCN(C(=O)COC(=O)Cc2c[nH]c3ccccc23)CC1	-8%	-2%	4%	8%	1%	-4%	-18%	-9%
CC(C)c1ccc(OCC(=O)NCCO)cc1	2%	-3%	4%	4%	-1%	15%	15%	7%
COCCNC(=S)N1CCC(C(=O)c2ccc3c(c2)OCCO3)CC1	2%	nt	5%	?	0%	-10%	-4%	2%
CCN(CC(=O)O)S(=O)(=O)c1cc(Cl)ccc1Cl	1%	nt	1%	-7%	-2%	1%	1%	-2%
O=C(Nc1cccc(S(=O)(=O)C(F)F)c1)c1ccc(S(=O)(=O)N2CCCC2)cc1	7%	3%	10%	?	3%	-25%	4%	-14%
CC(=O)Nc1ccc(N2CCOCC2)c(C(=O)Nc2cccc(C)c2)c1	-14%	-16%[11.4 µM]	4%	-22%	0%	-4%	-6%	0%
CCOC(=O)c1cnc2nc(Cc3ccccc3)[nH]n2c1=O	-3%	0%	-3%	7%	0%	17%	10%	8%
COC(=O)COc1ccc(=O)n(-c2ccccc2)n1	-3%	nt	-4%	3%	-5%	-3%	-7%	0%
CSCCC(NC(=O)C1CC1)c1nc2ccccc2[nH]1 (stereo unspecified)	-2%	-2%	2%	-9%	0%	-4%	-4%	4%
O=C(NCc1ccccc1)c1cccnc1N1CCOCC1	-9%	4%	-4%	-8%	-2%	-5%	-9%	-9%

In the list so far, these contain a halogen.
SMILES	TRb SRC2 PPI	L3MBTL1 block	aGal spleen mod	ALDH1A1 inh	TR SRC2 fluor cs	Tau fluor counter	Tau fibril ThT	Tau FP inhib
O=C(Cn1c(=O)n(Cc2ccco2)c(=O)c2cccnc21)Nc1ccccc1F	-5%	nt	nt	nt	2%	-7%	2%	-2%
CCN(CC(=O)O)S(=O)(=O)c1cc(Cl)ccc1Cl	1%	nt	1%	-7%	-2%	1%	1%	-2%
O=C(Nc1cccc(S(=O)(=O)C(F)F)c1)c1ccc(S(=O)(=O)N2CCCC2)cc1	7%	3%	10%	?	3%	-25%	4%	-14%

Additional results:
SMILES	TRb SRC2 PPI	L3MBTL1 block	aGal spleen mod	ALDH1A1 inh	TR SRC2 fluor cs	Tau fluor counter	Tau fibril ThT	Tau FP inhib
COc1cccc(C(C(=O)NC2CCCC2)N(C(=O)c2ccco2)C2CC2)c1OC (stereo unspecified)	-4%	2%	3%	10%	-3%	10%	-4%	4%
Cc1ccc(OCCSc2nnc(C)c(=O)n2N)cc1	0%	-7%	1%	-6%	-1%	5%	0%	3%
CCC/C=C(\CCC)C(NS(=O)(=O)c1ccccc1)c1ccc(C(F)(F)F)cc1 (stereo unspecified)	4%	nt	-13%	-2%	-6%	-21%	-14%	-1%
CC(CC(=O)O)CC(=O)NNC(=O)c1cccc(Br)c1 (stereo unspecified)	-7%	nt	-5%	15%	-1%	1%	-2%	-11%
Cc1c(N2C(=O)/C(=C\c3cccc4ccccc34)SC2=S)c(=O)n(-c2ccccc2)n1C	-8%	-10%	-2%	-6%	-1%	-16%	?	9%
O=S(=O)(c1cc(Cl)ccc1Cl)N1CCCC1	4%	nt	0%	0.089µM*	0%	-12%	-8%	3%
O=C(CSC1=Nc2ccccc2N=C(c2ccc(F)cc2)C1)NCc1ccccc1Cl	0%	nt	nt	nt	-1%	-15%	-17%	-7%
CCOC(=O)CN1C(=N)N(c2nc(NC(C)C)nc(NC(C)C)n2)CC1=O	-17%	-19%	6%	7%	2%	3%	-3%	0%
CC(C)(C)C(=O)CSc1nc2ccsc2c(=O)n1Cc1ccccc1F	5%	nt	nt	nt	4%	-11%	16%	-5%
Cc1cc(OCC(=O)Nc2cnn(CCCC(=O)O)c2)ccc1[N+](=O)[O-]	3%	nt	3%	-1%	-6%	-21%	?	-6%
COc1ccc(NC(=O)COc2ccc(/C=N/O)cc2OC)cc1	-6%	nt	-8%	-5%	-1%	-4%	-12%	1%
CCc1cccc(CC)c1NC(=O)C1CCC(CNS(=O)(=O)c2cccc3nsnc23)CC1 (stereo unspecified)	-2%	nt	nt	nt	-11%	-4%	-11%	-1%
O=S(=O)(NCCSc1nnnn1-c1ccccc1)c1cccs1	-4%	6%	4%	13µM*	-2%	-6%	-2%	3%
CC(=O)c1c(O)c2ccccc2n(C)c1=O	-2%	5%	-4%	?	2%	-2%	-7%	14%
CCc1nnc(SCc2c(F)cccc2Cl)c2cc3sccc3n12	0%	nt	nt	nt	-2%	-12%	?	0%
Cc1ccc(/C=N/NC(=S)Nc2cccc(S(=O)(=O)N(C)C)c2)o1	-3%	-25%	6%	nt	-3%	-22%	-17%	5%
CCOC(=O)C1C(C(=O)OC)=C(C2=CCCCC2)c2ccccc2N1S(=O)(=O)C(F)(F)F (stereo unspecified)	7%	5%	-6%	-5%	-3%	-20%	?	6%
COc1ccc(C(C)(C)C)cc1NC(=O)c1cc(S(=O)(=O)N(C)C)ccc1N1CCCC1	4%	-12%	4%	-13%	1%	-13%	-1%	11%
CN(C)S(=O)(=O)c1cccc(NC(=O)c2cc3c(cc2Cl)N2CCCCCC2=NS3(=O)=O)c1	-5%	nt	-2%	?	1%	-7%	-10%	-5%
COc1cc(/C=N/NC(=O)Nc2cccc3nsnc23)cc(OC)c1OC	-1%	5%	-1%	15%	-2%	-18%	?	1%
COC(=O)CCCC1=CC2=C(c3ccccc3)C(=O)C(C)(OC(=O)C3CCCC3)C(=O)C2=CN1C(CO)CO (stereo unspecified)	1%[11.2 µM]	nt	5%[17.5 µM]	-9%[13.5 µM]	-3%[11.2 µM]	-3%[11.6 µM]	-3%[11.5 µM]	0%[11.6 µM]
O=C(COC(=O)c1cc[n+]([O-])cc1)Nc1ccc(F)c([N+](=O)[O-])c1	0%	-1%	-2%	?	0%	-3%	-4%	9%
COC(=O)c1sc(-c2ccccc2)cc1NC(=O)c1cccc(Cl)c1	5%	nt	nt	nt	-1%	-16%	-3%	?
COC(=O)C1=C(C(=O)c2ccc(C)cc2)C(c2ccccc2)n2nnnc2N1 (stereo unspecified)	-10%	2%	2%	7.1µM*	-1%	0%	-6%	3%
COc1cccc(-c2cc(C(=O)N3CCN(C(c4ccccc4)c4ccccc4)CC3)no2)c1	-7%	-10%	3%	?	-2%	-15%	-16%	-13%
COc1ccc(CCn2c(=N)c(C(=O)NCc3ccco3)cc3c(=O)n4ccccc4nc32)cc1	-3%	-6%	-5%	?	2%	-16%	?	3%
CC(Oc1ccc(F)cc1)C(=O)Nc1nc(-c2ccc(F)cc2)ns1 (stereo unspecified)	-6%	nt	nt	nt	-1%	?	3%	?
CC(C)CNC(=S)NC(=O)c1ccccc1Cl	11%	8%	6%	-6%	0%	2%	1%	-2%
CN1CCN(S(=O)(=O)c2ccc3c4c(cccc24)C(=O)N3)CC1	9%	nt	28%	?	-2%	-4%	-16%	2%
CSc1nc2c(c(=O)[nH]1)C(c1ccc(C(F)(F)F)cc1)CC(=O)N2 (stereo unspecified)	-9%	8%	-2%	11%	0%	7%	0%	5%
COc1cccc(CCc2nnc(CCC(=O)NC(C)Cc3cccs3)o2)c1 (stereo unspecified)	1%	0%	4%	nt	-4%	-3%	-6%	9%
NS(=O)(=O)c1ccc(CCNC(=O)c2cc(-c3ccc(Br)cc3)nc3ccccc23)cc1	3%	0%	8%	1%	0%	-25%	-9%	-12%
CCc1ccc(NCc2cc3ccc(OC)cc3n(CC(=O)Nc3ccccc3C)c2=O)cc1	-10%	nt	nt	nt	-1%	?	2%	14%
O=C(NN=C1CCCCCCC1)c1ccccn1	3%	0%	-2%	-4%	-2%	-15%	?	-9%
Cc1ccc(NC(=O)c2ccccc2)cc1-n1cnnn1	0%	-11%	2%	?	-5%	-41%	?	-7%
CC(C)C[C@H](NC(=O)[C@@H](O)[C@H](N)Cc1ccccc1)C(=O)O	7%&2%&-6%	nt	4%&11%&-3%	11%&0%&3%	-1%&-1%&1%	-8%&3%&-16%	-8%&0%&-20%	-5%&1%&-3%
Cc1cc(OC(=O)c2cc(Cl)nc3ccccc23)ccc1Cl	3%	nt	0%	5%	-2%	-15%	?	-14%
CS(=O)(=O)N1CCC(C(=O)NCc2ccco2)CC1	-14%	?	9%	-8%	3%	2%	-5%	6%
COc1ccc(NC(=O)c2ccc3c(c2)C(=O)N(Cc2cccnc2)C3=O)c(OC)c1	-5%	38%[activator]	1%	2%	-6%	-6%	-6%	?
COc1ccccc1NC(=O)c1ccc(CN2CCOCC2)cc1	4%	1%	1%	-4%	-4%	12%	10%	2%
CN1CCN(C(=O)c2ccc3c(c2)N(Cc2ccc(F)cc2)C(=O)c2ccccc2S3=O)CC1 (stereo unspecified)	-4%	1%	nt	nt	-1%	-7%	-3%	-1%
COc1cc(OC)c(OC)cc1/C=N/NC(=S)NCCN1CCOCC1	-8%	nt	7%	?	-5%	-4%	1%	2%
Nc1nn2cc(-c3ccc(Br)cc3)nc2c2ccccc12	17%	nt	?	nt	-4%	?	nt	?
Cc1ccc(OCCCC(=O)Nc2nncs2)cc1	0%	-16%	-11%	3%	1%	-4%	-9%	?

Bioassay records as filed in PubChem.
